Source: PubChem
MEP2 TOR yeast – modulators of MEP2-GFP levels in yeast, primary screen, S. cerevisiae, multiplex flow cytometry, MLPCN library | 0.51% of 330,000 active | AID 2016, 2009 | S. cerevisiae MEP2-GFP strain, 3 h; 100% = DMSO control level | GFP response vs DMSO, % at 10 µM;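 active = GFP response versus DMSO above a set limit, roughly screen mean plus 3 SD, cut at about 180% in these data; inconclusive = fewer than 70 cells counted for a yeast strain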;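 also: median GFP fluorescence of the barcode-gated MEP2-GFP cells per well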
CR mimetic SO – reduction of superoxide in aged yeast, primary screen, HTS; S. cerevisiae aged cells, superoxide DHE fluorescence; stronger effect = lower value; AID 2690, 2010; superoxide response (% of plate mean), % at 10 µM; 0.18% of 330,000 active;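 active = superoxide response under a set limit, about three screen SD below normal, cut at about 65% in these data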;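 also: yeast aged for seven days with compound at 30 °C before DHE staining; 100% = average MFI of all compound-treated wells on the plate with controls excluded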
AGP1 TOR yeast – modulators of AGP1-GFP expression in yeast TOR pathway, primary screen, cell-based, multiplex flow cytometry, S. cerevisiae, MLPCN library. GFP response vs DMSO, % at 10 µM. 3 h; GFP as percent of DMSO wells. 0.02% of 320,000 active;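 active = GFP response relative to DMSO above a set limit, near screen average plus 3 SD, cut at about 150% in these data; inconclusive = fewer than 70 cells counted for the yeast strain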;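 also: median GFP channel fluorescence of the gated AGP1 strain per well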
LAP4-GFP MLPCN – modulators of LAP4-GFP expression in yeast, primary screen, S. cerevisiae, multiplex flow cytometry, MLPCN library; 3 h; median GFP as percent of DMSO wells; GFP response vs DMSO, % at 10 µM; 0.34% of 320,000 active; AID 2023, 2009;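 active = GFP response vs DMSO above a set limit, about the screen mean plus 3 SD, cut at about 150% in these data; inconclusive = under 70 cell events counted for the yeast strain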
VLA-4 inh – inhibition in human VLA-4 binding assay, primary screen, VLA-4 allosteric modulator project, MLPCN library, flow cytometry, VLA-4 expressing cells; Integrin alpha-4 (Homo sapiens), P13612; ligand binding flow cytometry; inhibition, % (about 7 µM as worked out from the volumes in the protocol); 0.2% of 330,000 active; AID 2557, 2010; in the data active = inhibition above about 50%
GRK2 aptamer HTS – compounds blocking aptamer binding on GRK2 – biochemical, human GRK2, bead flow cytometry, HTS, primary screen; FAM-aptamer displacement from GRK2; inhibition of aptamer binding, % at 10 µM; 0.59% of 330,000 active; AID 488847, 2010;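 active = inhibition of aptamer binding above 40%, roughly 3 SD of noise, on plates passing a quality check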;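 also: median bead fluorescence of bound FAM aptamer so fluorescent compounds give negative values; no value below 0 was filed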
Target sequence (P25098 whole entry, looked up): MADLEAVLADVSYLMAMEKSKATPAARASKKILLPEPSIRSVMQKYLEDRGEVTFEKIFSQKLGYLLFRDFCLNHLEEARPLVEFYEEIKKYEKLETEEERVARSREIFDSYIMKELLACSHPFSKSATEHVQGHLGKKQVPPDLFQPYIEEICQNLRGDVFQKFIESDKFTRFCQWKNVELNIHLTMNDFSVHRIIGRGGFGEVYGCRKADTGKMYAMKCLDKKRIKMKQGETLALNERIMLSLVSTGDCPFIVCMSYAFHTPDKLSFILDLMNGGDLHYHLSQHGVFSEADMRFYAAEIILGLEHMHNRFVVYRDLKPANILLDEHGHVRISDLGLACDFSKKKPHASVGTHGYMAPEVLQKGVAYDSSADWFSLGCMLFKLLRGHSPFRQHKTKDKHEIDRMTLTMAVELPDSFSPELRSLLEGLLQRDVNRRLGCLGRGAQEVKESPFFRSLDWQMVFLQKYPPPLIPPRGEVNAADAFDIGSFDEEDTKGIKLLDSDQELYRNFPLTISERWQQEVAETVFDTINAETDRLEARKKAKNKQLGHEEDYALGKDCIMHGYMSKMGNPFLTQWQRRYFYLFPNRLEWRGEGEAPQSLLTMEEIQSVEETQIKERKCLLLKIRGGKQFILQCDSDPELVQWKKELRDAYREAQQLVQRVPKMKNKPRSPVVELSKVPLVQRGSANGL
RPL19A-GFP yeast – RPL19A-GFP expression modulators in yeast, primary screen, cell-based, S. cerevisiae, multiplex flow cytometry, MLPCN. S. cerevisiae RPL19A-GFP strain, 3 h; stronger effect = lower value. percent response vs DMSO, % at 10 µM. 0.3% of 330,000 active;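 active = percent response vs DMSO below 50%; inconclusive = fewer than 70 events counted for the yeast strain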;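 also: median channel GFP fluorescence of the barcoded RPL19A-GFP strain; ratio of sample median GFP to plate DMSO average so 100% = DMSO; lower means less RPL19A-GFP as with rapamycin TOR inhibition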
CIT2 TOR yeast – modulators of CIT2-GFP expression in yeast, primary screen, S. cerevisiae, GFP fusion, multiplex flow cytometry, MLPCN library | S. cerevisiae CIT2-GFP strain, 3 h; 100 means same as DMSO wells | GFP response vs DMSO, % at 10 µM | 0.065% of 320,000 active;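 active = GFP response relative to DMSO above a set limit, near the screen mean plus 3 SD, cut at about 150% in these data; inconclusive = Fewer than 70 cells measured for a yeast strain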;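 also: ratio of well median GFP fluorescence to mean of DMSO wells on the plate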
An asterisk follows results filed as active; ? = inconclusive; · = not tested or not shown; [ ] = another dose, or the depositor's remark.

Structure	MEP2 TOR yeast	CR mimetic SO	AGP1 TOR yeast	LAP4-GFP MLPCN	VLA-4 inh	GRK2 aptamer HTS	RPL19A-GFP yeast	CIT2 TOR yeast
CCOC(=O)c1ccccc1NC(=O)CSc1nnc(COc2ccccc2)n1CC	91	89	90	89	-2	0	88	90
Cc1c(NCc2ccccc2O)c(=O)n(-c2ccccc2)n1C	97	94	95	99	7	1	95	89
CC1(C)NC(=O)N(CC(O)COc2cc3ccccc3cc2C(=O)N2CCCCC2)C1=O (stereo not drawn)	91	87	97	92	0	3	98	91
O=C(Nc1ccc(-c2cn3ccccc3n2)cc1)c1ccc(Cl)cc1	94	90	91	92	12	0	93	96
O=C1C2CCCN2C(c2ccccc2)N1c1ccc(F)cc1 (stereo not drawn)	97	98	103	99	4	0	98	105
Cn1c(CNC(=O)c2ccco2)nnc1SCC(=O)Nc1cccc(F)c1	92	93	104	93	1	1	97	79
Cc1ccc2oc(=O)c3cnn(CC(=O)N(Cc4ccco4)C4CCCCC4)c3c2c1	95	86	97	87	4	0	96	90
Cc1c(C)c2ccc(OCC(=O)Nc3ccc(N4CCC(C)CC4)cc3)cc2oc1=O	102	104	98	98	4	0	99	103
COc1cccc(-c2cn3nc(C)c(C)nc3n2)c1	106	94	102	117	-56	0	90	97
O=[N+]([O-])c1ccc(CNC2CCCc3ccccc32)cc1 (stereo not drawn)	94	109	99	99	1	1	96	90
O=C(/C=C/c1ccccc1Cl)NCc1ccccc1	105	83	103	110	-4	0	105	111
O=C(NC1CCN(Cc2ccccc2Cl)CC1)c1ccccc1	97	109	97	97	0	0	97	96
COc1ccc2cc(C(=O)N3CCCC(Nc4ccc(F)cc4)C3)n(C)c2c1 (stereo not drawn)	103[may fluoresce green]	102	94[may fluoresce green]	102[may fluoresce green]	-1	0	94[may fluoresce green]	91[may fluoresce green]
CCOc1ccc2cc(/C=C/C(=O)c3ccco3)c(Cl)nc2c1	107	97	107	108	-29	5	100	102
O=C(N/N=C/C=C/c1ccco1)/C(=C/c1ccccc1)NC(=O)c1ccccc1	95	96	98	95	13	0	96	94
O=C1CC(c2ccc(O)c(O)c2)Oc2cc(O)cc(O)c21 (stereo not drawn)	107	93	110	103	-16	0	103	107
N#Cc1nc(-c2ccc(F)cc2)oc1NCCCn1ccnc1	93	122	99	101	25	2	89	97
CC(NCCS(=O)(=O)c1ccc(Cl)cc1)c1cccc(Cl)c1 (stereo not drawn)	208*	87	51	94	-3	0	67	96
CCOc1ccc(N(CC(=O)NC2CC3CCC2C3)S(=O)(=O)c2ccc(C)cc2)cc1 (stereo not drawn)	101	110	97	89	-1	2	104	94
Cn1cc(-c2ccccc2C(N)=O)c(=O)c2cc(Cl)ccc21	93	86	78	80	13	1	87	87
CCOC(=O)N1CCN(C(=O)CCCN2C(=O)CSc3nc(C)cc(C)c32)CC1	101	105	102	100	-2	1	96	103
CC(C)CN(C(=O)c1cccc(S(=O)(=O)N2CCCCC2)c1)C1CCS(=O)(=O)C1 (stereo not drawn)	102	92	95	91	5	92*	102	99
CC1=C(C(=O)N2CCOCC2)C(c2c(F)cccc2F)NC(=O)N1 (stereo not drawn)	97	92	111	108	33	3	96	93
COCCNC(=O)C(c1ccccc1)N(Cc1cccs1)C(=O)Cn1nnc2ccccc21 (stereo not drawn)	101	110	95	108	-29	1	98	83
COCc1ccc(CN2CCCCC2C(=O)Nc2ccc(Oc3ccccc3)nc2)o1 (stereo not drawn)	91	86	92	94	17	3	90	88
COc1cccc(NC(=O)c2cccnn2)c1	112	106	102	101	17	41*	109	113
O=C(CSc1nc2ccccc2s1)N/N=C/c1ccco1	91[may fluoresce red]	98	87[may fluoresce red]	79[may fluoresce red]	5	4	?	93[may fluoresce red]
Cc1ccc(-c2noc(CN3CCOCC3)n2)cc1	102	95	103	113	4	1	94	101
Cn1cc([N+](=O)[O-])c(C(=O)NC2CCCCCC2)n1	102	103	97	84	4	1	109	90
CCc1ccccc1S(=O)(=O)Cc1ccc(C(=O)N2CCN(c3ccccn3)CC2)o1	98	101	110	96	-15	4	104	111
COCCN(Cc1nc(C(c2ccccc2)c2ccccc2)no1)C(C)C	107	101	100	80	13	4	107	108
Cc1ccc(C(=O)NC2CCCCCCC2)c(Cl)c1	100	119	98	102	3	5	101	92
COc1ccc(CCNc2ncnc3c2nnn3Cc2ccccc2)cc1	105	105	96	91	11	0	96	101
Cc1cc(N2CCCCC2)c(F)cc1[N+](=O)[O-]	94	101	94	102	0	1	96	84
Cc1c(C)n(CC(O)CN2CCN(C)CC2)c2ccccc12 (stereo not drawn)	112	102	100	98	11	0	108	109
CCc1ccc(NC(=O)Nn2cnnc2)cc1	84	97	98	95	-2	2	91	110
O=S(=O)(Cc1ccccc1)N1CCN(c2ncccn2)CC1	103	95	105	94	4	0	108	111
COCCCN1CC(=O)N2C(c3ccc(C)cc3)c3[nH]c4ccccc4c3C[C@H]2C1=O (stereo partly drawn)	110	90	96	98	-5	0	102	96
Nc1nc(SCc2ccc3c(c2)OCCO3)n[nH]1	105	107	105	105	30	3	101	100
CCOC(=O)N1CCN(C(=O)Nc2ccccc2Cl)CC1	96	88	98	105	4	0	95	102
O=C(c1ccc(S(=O)(=O)N2CCCCC2)cc1)N1CCCc2ccccc21	106	119	104	105	12	1	97	99
CCCn1c(C(CO)Nc2nc(-c3cccc(Br)c3)cs2)nc2ccccc21 (stereo not drawn)	92	105	78	133	9	0	94	66
CCOC(=O)c1ccc(S(=O)(=O)N2CCC(C(=O)NCC3CCCCC3)CC2)cc1	93	99	99	95	0	1	96	97
Clc1cc(Cl)c(OCc2nc(-c3ccccn3)no2)cc1Cl	100	106	100	105	-4	0	100	100
CC1CN(c2nc3ccccc3nc2C(C#N)C(=O)OC2CCCCC2)CC(C)O1 (stereo not drawn)	105	107	115	114	12	7	111	110
COc1cc(CNCCSc2nnnn2C)cc(Br)c1OCc1ccccc1	94	103	102	110	-13	0	101	93
COCCn1c(SCC(=O)N2CCCCC2)nc2ccccc2c1=O	99	96	93	99	4	16	100	91
O=[N+]([O-])c1ccc(OCc2nnc(-c3ccccc3)o2)cc1	97	101	97	102	18	0	91	92
Cc1cc(C)nc(/N=C(\N)Nc2ccc(C(C)C)cc2)n1	103	94	112	135	-2	0	98	101
COc1cc2[nH]c(=O)n(CCC(=O)N3CCN(Cc4ccc5c(c4)OCO5)CC3)c(=O)c2cc1OC	94	102	107	93	3	3	98	78
O=C(Oc1cccc(C(=S)N2CCOCC2)c1)c1ccc([N+](=O)[O-])cc1	102	85	96	95	6	0	98	98
O=C(COc1ccccc1/C=C1\SC(=O)NC1=O)Nc1ccccc1	107	97	106	92	-3	3	103	102
CC(C)(C)c1cc(C(=O)NN)n(Cc2ccc(Cl)cc2Cl)n1	99	103	98	105	-11	0	100	91
CCc1ccc(NS(=O)(=O)c2cc3c(cc2C)n(C)c(=O)c(=O)n3C)cc1	102	99	103	97	-12	0	97	108
Cc1nc2c(sc3nc4c(cc32)COC(C)(C)C4)c(=O)n1CC(=O)NCc1ccco1	104	91	·	104	-12	0	101	107
COc1ccc2c(C)cc(SCC(=O)NC3CCCCC3)nc2c1	103	103	104	105	6	2	98	106
COc1cc(NC(=O)CN(C)S(=O)(=O)c2ccc3c(c2)CC(C)N3C(C)=O)cc(OC)c1OC (stereo not drawn)	102	112	104	106	3	0	102	103
CN1CCN(c2ccc(Cl)cc2NC(=O)c2ccc(S(=O)(=O)N3CCCCCC3)cc2)CC1	111	103	101	101	13	1	99	96
O=C(NCCc1c[nH]c2ccccc12)c1ccc(F)cc1F	102	79	96	101	6	2	101	105
Cc1cc(C)cc(NC(=O)CN(c2ccc(F)cc2)S(C)(=O)=O)c1	96	122	97	96	-5	2	97	95

Shown as a hit in MEP2 TOR yeast (from the list above):
Structure,MEP2 TOR yeast,AGP1 TOR yeast,LAP4-GFP MLPCN,VLA-4 inh,GRK2 aptamer HTS,RPL19A-GFP yeast,CIT2 TOR yeast
CC(NCCS(=O)(=O)c1ccc(Cl)cc1)c1cccc(Cl)c1 (stereo not drawn),208*,51,94,-3,0,67,96

Going on with the list:
Structure	MEP2 TOR yeast	CR mimetic SO	AGP1 TOR yeast	LAP4-GFP MLPCN	VLA-4 inh	GRK2 aptamer HTS	RPL19A-GFP yeast	CIT2 TOR yeast
Cn1c(=O)[nH]c(=O)c2c1nc(SCCN1CCCCC1)n2Cc1ccccc1	98	94	95	98	12	0	97	89
COc1ccc2nc(N/C(=N/S(=O)(=O)c3cccs3)c3ccccc3Cl)sc2c1	99	98	104	97	-1	0	100	101
CN(C(=O)c1ccc(NC(=O)Cc2ccc(NC(=O)C3CCN(C(=O)C4CCCCC4)CC3)cc2)cc1)C1CC1	89	105	98	98	17	2	99	99
Cc1cccc2cc(C#N)c(NCCCn3ccnc3)nc12	98	94	99	97	-3	0	95	104
CCN(CC)CCC(c1cc(OC)c(OC)c(OC)c1)c1c(OC)cc(OC)c2c(-c3ccccc3)cc(=O)oc12 (stereo not drawn)	95	100	90	134	32	2	99	120
